# Assay outcomes deposited in PubChem BioAssay by Broad Institute.
# miR122 inh: miR-122 inhibition in Huh7 cells. Huh7 miR-122 Renilla luciferase sensor, 48 h; neutral wells = 0, positive control = 100. activation (reporter increase), % at 12.5 µM. hit rate 0.3% among 340,000. AID 602342;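 active = mean replicate activation score at least 90 and every replicate individually at or above 90; inconclusive = only one of the two criteria met; inactive = neither criterion met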;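 also: higher luciferase means less miR-122 activity so hits act as miR-122 inhibitors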
# SIRT5 block: blocks human SIRT5 desuccinylation of peptide. Purified SirT5, succinyl-peptide AMC, trypsin-coupled fluorescence. inhibition, % at 15 µM. hit rate 1.1% among 330,000. AID 652115; in the data active = inhibition above about 15%; inconclusive = no clear call, values can overlap the other calls
# ERAP1 HTS inh: blocks human ERAP1 aminopeptidase activity. recombinant ERAP1, Leu-AMC fluorescence, 60 min. inhibition, % at 10.7 µM. hit rate 0.15% among 340,000;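 active = mean replicate inhibition of at least 30%, or all replicates individually reaching that 30% level; inactive = mean below 30% and not every replicate reaching it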;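 also: 0% = neutral control wells and 100% = L-leucinethiol positive control wells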
# Target sequence (Q9NZ08 whole entry, looked up): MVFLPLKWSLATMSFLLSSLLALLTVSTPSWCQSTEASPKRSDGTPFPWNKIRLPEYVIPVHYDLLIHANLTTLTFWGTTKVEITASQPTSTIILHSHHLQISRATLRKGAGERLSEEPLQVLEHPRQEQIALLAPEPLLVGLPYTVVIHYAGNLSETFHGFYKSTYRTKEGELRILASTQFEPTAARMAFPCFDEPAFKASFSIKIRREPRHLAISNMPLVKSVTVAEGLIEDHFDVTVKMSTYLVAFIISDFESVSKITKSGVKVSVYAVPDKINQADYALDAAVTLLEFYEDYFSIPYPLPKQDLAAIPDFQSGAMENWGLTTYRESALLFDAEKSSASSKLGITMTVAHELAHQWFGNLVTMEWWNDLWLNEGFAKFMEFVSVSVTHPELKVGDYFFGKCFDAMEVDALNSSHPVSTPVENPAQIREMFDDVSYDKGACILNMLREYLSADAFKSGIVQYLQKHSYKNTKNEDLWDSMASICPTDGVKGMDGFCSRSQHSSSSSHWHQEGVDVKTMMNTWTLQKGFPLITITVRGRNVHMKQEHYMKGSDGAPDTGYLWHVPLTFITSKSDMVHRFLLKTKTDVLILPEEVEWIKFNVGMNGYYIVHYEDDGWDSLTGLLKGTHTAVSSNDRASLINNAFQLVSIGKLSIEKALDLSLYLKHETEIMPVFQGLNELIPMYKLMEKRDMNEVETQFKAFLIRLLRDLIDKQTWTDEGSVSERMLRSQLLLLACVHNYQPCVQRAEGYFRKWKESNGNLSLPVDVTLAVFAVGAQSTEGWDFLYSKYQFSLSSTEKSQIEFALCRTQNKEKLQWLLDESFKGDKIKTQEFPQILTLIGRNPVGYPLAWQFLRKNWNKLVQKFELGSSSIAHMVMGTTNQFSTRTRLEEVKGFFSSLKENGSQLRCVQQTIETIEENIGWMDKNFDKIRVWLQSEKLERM
# Casp6 inh: inhibitors of human caspase-6; P55212; purified caspase-6, Z-VEID-R110 cleavage fluorescence; inhibition, % at 12.5 µM; hit rate 0.53% among 350,000; AID 686996;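 active = mean inhibition across replicates at least about 35%, with every replicate also reaching that limit, limit read from the data; inconclusive = only one of the two criteria met; inactive = neither criterion met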;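 also: 0% = median of neutral control wells and 100% = no fluorescence left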
# F508del corr: correctors of CFTR F508del function in bronchial epithelial cells. CFBE cells, YFP halide quenching; stimulated with forskolin plus potentiator P3; % fluorescence drop versus neutral controls. activity (quench increase), % at 7.58 µM. AID 720511. hit rate 0.36% among 350,000;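 active = mean added fluorescence quench of at least 8% versus neutral control, with both replicates also reaching 8%; inconclusive = only one of the mean or replicate conditions met; inactive = mean below 8% and not both replicates reaching 8%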;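 also: cells transiently co-express mutant CFTR-F508del with the halide-sensitive YFP; corrector assay measuring rescue of mutant channel to the surface after 24 h compound exposure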
# ERp5 block: blocks human ERp5 reductase activity on insulin; inhibition, % at 9.99 µM; ERp5 insulin aggregation, absorbance 650 nm, 90 min; hit rate 0.05% among 350,000; Q15084; AID 651711;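 active = mean replicate inhibition above about 25%, with every replicate also reaching it, limit read from the data, passing the limit was not always enough; inconclusive = only one of those two criteria met; inactive = neither criterion met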
# DENV2 CPE rescue: protects cells from dengue virus 2 cytopathic effect; DENV2-infected cells, cytopathic effect rescue, plate reader; CPE inhibition, % at 9.99 µM; hit rate 1.7% among 350,000; AID 651640; in the data active = CPE inhibition above about 20%, passing the limit was not always enough; inconclusive = no clear call, values can overlap the other calls; tested in BHK-21 cells;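 also: 0% = median of neutral control wells and 100% = median of positive control wells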
# Active calls of the source: *; ? = inconclusive; . = no result given; & = joins results of further samples; [ ] = another dose, or the depositor's remark.
SMILES,miR122 inh,SIRT5 block,ERAP1 HTS inh,Casp6 inh,F508del corr,ERp5 block,DENV2 CPE rescue
CC(C)CN(CC(C)C)S(=O)(=O)N1CCC(C(=O)NCc2cccs2)CC1,-3,-1,2,0,-3.4,7,2
CS(=O)(=O)NCCn1ccc2ccccc21,.,-1,-6,0,0.4,3,-1
C/C(=N\Nc1ncc(Cl)cc1Cl)c1ccc2c(c1)OCO2,.,25*,-2,-4,-2.4,-7,2
COC(=O)c1cc(NS(=O)(=O)c2ccc(N3CCOCC3)c([N+](=O)[O-])c2)cc(C(=O)OC)c1,.,-1,8,8,.,-2,-4
C[C@@H]1CN([C@H](C)CO)S(=O)(=O)c2ccc(-c3cccc(C(=O)N(C)C)c3)cc2O[C@@H]1CN(C)C(=O)Cc1ccccn1,.,-7,0,-2,-0.9,8,4
CCOc1ccc(OCCC(=O)N2CCN(S(=O)(=O)c3ccc(F)cc3)CC2)cc1,14,0,-5,7,0.9,5,0
CCCn1c(CN2CCN(C(=O)OCC)CC2)nc2c1c(=O)n(C)c(=O)n2C,.,-3,8,1,1.7,1,4
NC(=O)C1CCN(C(=O)CSc2nc(O)cc(=O)[nH]2)CC1,-4,-1,-1,-3,0.7,-4,7
CSc1cccc(NC(=S)N2CCC(N(C)C3CCCCC3)CC2)c1,1,-3,.,-21,1.0,-2,-6
CCC(NC(=O)NNC(N)=S)(C(F)(F)F)C(F)(F)F,.,-3,1,-1,-0.7,.,-5
CCc1ccc(-c2csc3ncn(CC(=O)NCc4ccco4)c(=O)c23)cc1,14,0,0,0,-0.7,8,15
OC(COC(c1ccc(F)cc1)c1ccc(F)cc1)CN1CCCC1 (configuration not stated),-3,-2,1,-16,-1.2,3,41*
CCc1ccccc1NC(=O)C1CCCC1,-5,2,-7,1,-34,5,-3
CCOc1ccc(NC(=O)CCC(=O)NNC(=O)COc2ccc(C)cc2)cc1,.,-3,-3,-2,-1.8,2,-5
Clc1ccc(-n2nnnc2-c2ccno2)cc1,3,-2,0,-5,-0.8,-3,3
C=CCOc1c(Br)cc(/C=N/n2c(CC)n[nH]c2=S)cc1Br,.,-5,2,0,3.1,-3,1
COc1ccc2c3c(n(C)c2c1)[C@@H](CO)N(C(=O)CN1CCOCC1)CC31CN(C(=O)CC2CC2)C1,.,10,0,-1,1.0,-1,-2
Cc1ccc2nc(-c3cccc(Cl)c3)c(Cc3cccc(F)c3)n2c1,.,.,.,2,-2.6,3,-6
Cc1ccc(OCC(O)CNC(C)c2ccccc2)cc1C (configuration not stated),-23,-3,-2,-2,-1.2,3,5
O=S1(=O)CCN2C(c3cccc4ccccc34)=CSC2=N1,.,1,-1,2,2.0,1,2

# Of the compounds above, two contain an aryl thioether with sulfur outside any ring.
SMILES,miR122 inh,SIRT5 block,ERAP1 HTS inh,Casp6 inh,F508del corr,ERp5 block,DENV2 CPE rescue
NC(=O)C1CCN(C(=O)CSc2nc(O)cc(=O)[nH]2)CC1,-4,-1,-1,-3,0.7,-4,7
CSc1cccc(NC(=S)N2CCC(N(C)C3CCCCC3)CC2)c1,1,-3,.,-21,1.0,-2,-6

# New compounds follow:
SMILES,miR122 inh,SIRT5 block,ERAP1 HTS inh,Casp6 inh,F508del corr,ERp5 block,DENV2 CPE rescue
COc1ccc(C)cc1NC(=O)NCc1ccco1,.,-2,0,-2,-0.6,-5,-1
O=C(COc1coc(CN2CCc3ccccc3C2)cc1=O)Nc1cccc(F)c1,.,-2,1,5,4.5,-1,-4
Nc1nc(SCC(=O)N2CCCCCC2)[nH]c(=O)c1NC(=O)c1ccco1,2,3,-1,8,3.4,8,?
COc1cc(/C=N/Nc2nc(C)cc(=O)[nH]2)ccc1OC(=O)c1cccnc1,-3,-1,2,-1,-0.7,-1,-2
O=C(c1ccco1)N1CCN(S(=O)(=O)c2ccc(Cl)s2)CC1,7,-5,-8,.,-0.7,1,-2
COc1cc([C@@H]2[C@H]3CN(C)CC=C3C(C#N)=C(N)C2(C#N)C#N)cc2c1OCO2,-4&2,1,2,14,-1.3,5,-6
Cc1ccc(C(=O)Nn2cnnc2)cc1S(=O)(=O)N1CCOCC1,-12,0,1,-5,-3.0,-4,-6
Cn1c(N)c(C(=O)COC(=O)c2ccccc2NCc2ccco2)c(=O)n(C)c1=O,5,-4,3,-1,-2.4,0,-3
Cc1ccc(C)c(NC(=O)CCC(=O)NNC(=O)COc2cc(C)ccc2C)c1,.,-3,0,0,1.1,-1,1
C=CCSc1nnc(NC(=O)c2cn(CC)c3nc(C)ccc3c2=O)s1,.,20*,-4,-1,1.4,0,.
CC(=O)N(OCc1ccc(OC(C)C)c(Cl)c1)C(C)=O,-1,0,-4,4,0.4,5,1
CCCCOC(=O)c1ccc(NC(=S)NC(=O)c2c(Br)c(C)nn2C)cc1,-3,.,-1,-1,0.3,-3,?
O=C(NCc1ccc(F)cc1)Nc1nnc([C@@H]2C[C@H](O)[C@@H](CO)O2)s1,.,.,-1,1,-7.4,4,?
CSc1ccccc1NC(=O)CN1CCCCC1C (configuration not stated),.,-3,-5,3,-1.1,-19,18
CC(C)(c1ccccc1)c1ccc(OCC2CO2)cc1 (configuration not stated),-6,-2,1,3,1.0,0,-7
CC(=O)NC12CC3CC(C1)CC(C(=O)N1CCN(S(=O)(=O)c4cccc([N+](=O)[O-])c4)CC1)(C3)C2,0,1,2,-57,4.8,-11,12
CC1Nc2ccccc2C(=O)N1NS(C)(=O)=O (configuration not stated),.,-10,-7,0,1.9,?,-1
COc1ccc(C(=O)NCCOc2cccc(Oc3ccccc3)c2)cc1OC,-1,-2,-1,1,-1.3,2,48*
COc1cccc(CN2CC3(CN(CC4CCOCC4)C3)c3c([nH]c4cc(OC)ccc34)[C@@H]2CO)c1,.,-1,0,-2,-0.4,5,-3
O=C(Nc1ccc(C(=O)c2ccc(C(=O)O)c(C(=O)O)c2)cc1)c1ccccc1,-1,0,0,0,-1.6,0,-5

# Complete entries from above. Screens in order: miR122 inh	SIRT5 block	ERAP1 HTS inh	Casp6 inh	F508del corr	ERp5 block	DENV2 CPE rescue
# O=C(Nc1ccc(C(=O)c2ccc(C(=O)O)c(C(=O)O)c2)cc1)c1ccccc1 in the list: -1	0	0	0	-1.6	0	-5
# CC1Nc2ccccc2C(=O)N1NS(C)(=O)=O (configuration not stated) in the list: .	-10	-7	0	1.9	?	-1
# COc1ccc(C)cc1NC(=O)NCc1ccco1 in the list: .	-2	0	-2	-0.6	-5	-1
# COc1cccc(CN2CC3(CN(CC4CCOCC4)C3)c3c([nH]c4cc(OC)ccc34)[C@@H]2CO)c1 in the list: .	-1	0	-2	-0.4	5	-3
# CC(C)(c1ccccc1)c1ccc(OCC2CO2)cc1 (configuration not stated) in the list: -6	-2	1	3	1.0	0	-7

# The results go on:
SMILES,miR122 inh,SIRT5 block,ERAP1 HTS inh,Casp6 inh,F508del corr,ERp5 block,DENV2 CPE rescue
CN(C)S(=O)(=O)c1ccc(C(=O)OCC(=O)Nc2cccnc2Cl)cc1,.,-2,3,0,2.4,1,-11
Cc1nn(Cc2ccc(C(=O)Nc3ccccc3F)cc2)c(C)c1Cl,.,-7,12,1,-1.1,3,.
O=C(C1CCC1)N1CC(=O)N2[C@@H](CO)[C@H](c3ccc(C#CCc4ccccc4)cc3)[C@@H]2C1,.,2,1,0,1.6,-1,12
Cn1ccnc1SCC(=O)c1ccc(C#N)cc1,3,-1,2,0,3.4,-1,8
C[C@H](CO)N1C[C@H](C)[C@H](CN(C)S(=O)(=O)c2ccc(F)cc2)Oc2c(NC(=O)C3CCOCC3)cccc2C1=O,17[16.7 µM],-2,2,2,-0.6,-3,-10
CC(C)CCN1CCN(CCCn2cccn2)CC1CCO (configuration not stated),.,-2,0,-3,0.7,4,4
COc1ccccc1NC(=O)NNC(=O)c1ccc2c(c1)NC(=O)C(C)(C)O2,.,-1,-7,1,-1.3,3,-6
O=C(NCc1ccccc1)C1CCN(C(=O)NCc2ccccc2)CC1,-3,-1,0,0,.,1,.
CCOC(=O)C(=O)NC1CC=CCC1c1ccc2c(c1)OCO2 (configuration not stated),.,0,0,1,0.5,0,-8
NC(=O)CN1C(=O)C(O)(CC(=O)c2ccccc2O)c2ccccc21 (configuration not stated),1,.,-1,0,-2.2,-2,4
CCC(=O)Nc1ccc2c(c1)OC[C@H](C)N(Cc1nccs1)C[C@@H](C)[C@@H](OC)CN(C)C2=O,.,1,1,-1,0.7,9,1
Cc1cc(C)cc(CC(=O)N2CCC2(C)C(=O)NS(=O)(=O)c2ccc(C#N)cc2)c1 (configuration not stated),9,-2,9,1,-2.2,3,2
O=C(NC(c1ccc(-c2ccccc2)cc1)c1cnccn1)C1CCN(CCN2C(=O)c3ccccc3C2=O)CC1 (configuration not stated),3,.,-2,-4,1.4,-3,14
CN(C)c1ccc(P(=O)(OCc2ccccc2)C(O)c2ccc(Br)cc2)cc1 (configuration not stated),.,1,0,-4,.,-5,-1
O=C1CN(C(=O)/C=C/c2ccccc2)CCN1,-8,1,1,0,0.3,5,-1
C[C@H](CO)N1C[C@H](C)[C@H](CN(C)Cc2ccccc2)Oc2ccc(NC(=O)Cn3cnnn3)cc2C1=O,7[16.7 µM],-1,3,0,0.0,-2,-7
CN(C)C(=O)C[C@@H]1CC[C@H]2[C@@H](COC[C@H](O)CN2CC2CCCC2)O1,5[16.7 µM],0,0,0,-0.6,0,1
CCCCCn1c(CCNC(=O)CCC)nc2ccccc21,.,6,2,-2,-2.5,1,-7
C[C@H](CO)N1C[C@H](C)[C@H](CN(C)CC2CC2)Oc2ccc(NS(=O)(=O)c3cccs3)cc2CC1=O,-9[16.7 µM],1,-2,-1,0.3,-1,-1
Cn1nnc2cc(NC(=O)Nc3cccc(Cl)c3)ccc21,-2,7,4,0,-2.3,0,7
Cc1noc(C)c1NC(=O)Nc1ccc2c(c1)C(=O)N([C@H](C)CO)C[C@H](C)[C@H](CN(C)C(=O)Nc1c(C)noc1C)O2,0[16.7 µM],-2,-1,.,1.1,-7,?
COc1ccccc1C(=O)C1CCCN(C(=O)c2snnc2C)C1 (configuration not stated),-3,-5,-4,3,0.1,7,.
O=S1(=O)CCOC[C@H](CC2CCCCC2)N1Cc1ccccc1,1,.,-15,1,-0.3,-4,12
